High-throughput results (PubChem)
Cav32 inh: human Cav3.2 channel inhibition, primary screen; hit rate 4% among 100,000; B-score at 10 µM; AID 449739; O95180; Cav3.2-expressing cells, Fluo-4 calcium fluorescence FDSS; stronger effect = lower value;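 active = single-dose well whose peak fluorescence ratio is a statistical outlier from its plate by either plate-standardised score or position-corrected B-score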
Target sequence (O95180 whole entry, looked up): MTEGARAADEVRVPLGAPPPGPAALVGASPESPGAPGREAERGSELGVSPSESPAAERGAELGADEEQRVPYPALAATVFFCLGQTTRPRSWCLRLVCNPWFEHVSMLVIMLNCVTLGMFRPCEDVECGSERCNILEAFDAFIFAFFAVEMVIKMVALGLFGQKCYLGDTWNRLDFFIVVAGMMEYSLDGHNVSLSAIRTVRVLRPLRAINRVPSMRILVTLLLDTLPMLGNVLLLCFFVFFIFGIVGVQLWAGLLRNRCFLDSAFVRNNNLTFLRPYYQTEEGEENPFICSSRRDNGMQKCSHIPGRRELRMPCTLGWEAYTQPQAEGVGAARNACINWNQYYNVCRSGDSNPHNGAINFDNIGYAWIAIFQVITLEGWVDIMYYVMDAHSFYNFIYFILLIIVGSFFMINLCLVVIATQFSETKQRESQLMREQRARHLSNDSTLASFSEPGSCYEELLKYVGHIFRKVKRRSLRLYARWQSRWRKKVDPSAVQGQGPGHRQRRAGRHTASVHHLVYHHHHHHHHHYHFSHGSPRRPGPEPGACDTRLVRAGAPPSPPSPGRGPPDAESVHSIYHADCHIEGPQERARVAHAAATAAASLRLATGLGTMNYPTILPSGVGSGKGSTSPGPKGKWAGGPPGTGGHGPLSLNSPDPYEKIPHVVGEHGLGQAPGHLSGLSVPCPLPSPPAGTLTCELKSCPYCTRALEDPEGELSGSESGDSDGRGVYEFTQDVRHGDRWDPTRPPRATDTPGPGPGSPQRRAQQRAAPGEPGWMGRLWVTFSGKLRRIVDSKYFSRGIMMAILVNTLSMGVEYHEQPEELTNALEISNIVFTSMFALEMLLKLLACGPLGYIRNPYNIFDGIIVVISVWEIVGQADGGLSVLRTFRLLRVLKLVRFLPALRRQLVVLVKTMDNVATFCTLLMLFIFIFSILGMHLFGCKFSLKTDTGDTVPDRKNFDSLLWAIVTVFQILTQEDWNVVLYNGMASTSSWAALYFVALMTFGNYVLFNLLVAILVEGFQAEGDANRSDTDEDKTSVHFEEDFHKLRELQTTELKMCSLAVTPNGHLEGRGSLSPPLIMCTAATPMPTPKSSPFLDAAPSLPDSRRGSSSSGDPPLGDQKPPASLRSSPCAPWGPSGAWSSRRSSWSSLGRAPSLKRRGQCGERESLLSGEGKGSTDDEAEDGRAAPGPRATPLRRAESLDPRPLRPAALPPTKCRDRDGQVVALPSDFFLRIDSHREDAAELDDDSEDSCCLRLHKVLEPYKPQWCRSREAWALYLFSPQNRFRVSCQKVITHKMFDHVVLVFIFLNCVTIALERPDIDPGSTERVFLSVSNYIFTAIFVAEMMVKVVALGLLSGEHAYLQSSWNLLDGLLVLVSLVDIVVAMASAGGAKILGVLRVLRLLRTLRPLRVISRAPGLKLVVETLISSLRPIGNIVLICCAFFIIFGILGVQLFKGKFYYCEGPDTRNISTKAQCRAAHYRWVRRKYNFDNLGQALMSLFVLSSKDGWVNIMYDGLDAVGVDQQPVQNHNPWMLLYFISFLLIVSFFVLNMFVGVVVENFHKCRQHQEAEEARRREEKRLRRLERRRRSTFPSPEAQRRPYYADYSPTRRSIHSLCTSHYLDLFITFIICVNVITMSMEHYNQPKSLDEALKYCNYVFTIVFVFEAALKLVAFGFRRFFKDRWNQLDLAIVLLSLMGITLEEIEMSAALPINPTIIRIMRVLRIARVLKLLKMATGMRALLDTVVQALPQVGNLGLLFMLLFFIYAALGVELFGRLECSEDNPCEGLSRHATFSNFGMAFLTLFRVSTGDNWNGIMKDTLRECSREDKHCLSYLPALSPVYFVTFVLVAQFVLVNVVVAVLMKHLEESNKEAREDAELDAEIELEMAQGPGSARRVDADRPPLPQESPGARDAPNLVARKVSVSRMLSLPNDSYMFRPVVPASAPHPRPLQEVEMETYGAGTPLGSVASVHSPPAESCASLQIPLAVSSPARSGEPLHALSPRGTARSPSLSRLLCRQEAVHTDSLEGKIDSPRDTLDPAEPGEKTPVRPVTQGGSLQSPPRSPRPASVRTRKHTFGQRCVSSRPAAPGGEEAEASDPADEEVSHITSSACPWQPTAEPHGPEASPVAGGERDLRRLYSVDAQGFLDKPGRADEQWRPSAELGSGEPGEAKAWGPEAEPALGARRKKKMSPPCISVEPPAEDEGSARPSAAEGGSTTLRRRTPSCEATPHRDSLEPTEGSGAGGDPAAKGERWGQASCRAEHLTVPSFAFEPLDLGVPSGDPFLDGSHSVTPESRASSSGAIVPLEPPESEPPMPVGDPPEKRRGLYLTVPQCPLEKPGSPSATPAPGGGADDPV
* = called active by the depositor.

SMILES	Cav32 inh
COC(=O)C1=C(c2ccccc2)C[C@@H]2CC[C@H]1N2C(=O)NCCCOC(C)C	0.4
CN1C(=O)C(=Cc2ccccc2Oc2ccc(Cl)cc2)C(=O)N(C)C1=O	-1.8
COc1ccc(C2C(C(=O)N3CCC4(CC3)OCCO4)c3cc(OC)c(OC)cc3C(=O)N2C)cc1 (stereo not drawn)	1.5
Cc1nc2nc(C)c(CCC(=O)N3CCC4(CC3)OCCO4)c(C)n2n1	-0.02
CN(Cc1ccccc1)Cc1ccccc1OC(=O)N(C)C	0.2
Cc1[nH]c2ccccc2c1C1=CCNCC1	-1.5
Cc1ccc(S(=O)(=O)NCC2CCC(C(=O)N3CCC4(CC3)OCCO4)CC2)cc1 (stereo not drawn)	0.027
CC(=O)c1c(C)n(CC2CCCO2)c2ccc(O)cc12 (stereo not drawn)	0.52
Cc1noc(C)c1C(=O)N1CCC2(CC1)OCCO2	0.55
Cc1[nH]c2ccccc2c1/C=N/O	0.11
C=Cn1ccnc1P(=S)(c1nccn1C=C)C1CCCCC1	-0.69
CC(NCc1ccc(Cl)c(Cl)c1)C(O)c1ccccc1 (stereo not drawn)	-2.5

Some values from the list:
`Cc1nc2nc(C)c(CCC(=O)N3CCC4(CC3)OCCO4)c(C)n2n1` – Cav32 inh = -0.02
`Cc1[nH]c2ccccc2c1C1=CCNCC1` – Cav32 inh = -1.5

Four entries from above, field by field:
> CN1C(=O)C(=Cc2ccccc2Oc2ccc(Cl)cc2)C(=O)N(C)C1=O
  Cav32 inh: -1.8

> COc1ccc(C2C(C(=O)N3CCC4(CC3)OCCO4)c3cc(OC)c(OC)cc3C(=O)N2C)cc1 (stereo not drawn)
  Cav32 inh: 1.5

> Cc1nc2nc(C)c(CCC(=O)N3CCC4(CC3)OCCO4)c(C)n2n1
  Cav32 inh: -0.02

> CN(Cc1ccccc1)Cc1ccccc1OC(=O)N(C)C
  Cav32 inh: 0.2

These rows are one share of the data; rates above refer to the full screens.
